ssDAF12 agonist: S. stercoralis DAF-12 nuclear receptor activators, primary screen, cell-based, luminescence, HEK293, GRIP1 co-expression, lit1-tk-luc; Nuclear hormone receptor DAF-12 (Strongyloides stercoralis); HEK293 ssDAF-12/GRIP1 lit1-tk-luc reporter; % of 3 µM dafachronic acid response; activation, % at 6.8 µM; hit rate 1% among 370,000; AID 652126, 2013;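 active = activation above the mean over all tested compounds plus 3 SD, cut at about 0.9% in these data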;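 also: 0% = DMSO-only wells and 100% = 3 µM delta7-dafachronic acid wells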
GC-B act: human GC-B receptor activators, primary screen, HEK293 GC-B cells, cGMP TR-FRET, EC30 CNP. 0% at EC30 CNP, 100% saturating CNP. activation, % at 10 µM. hit rate 0.11% among 370,000. Atrial natriuretic peptide receptor 2 (Homo sapiens), P20594;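 active = activation at 10 µM reaching about 35% in either raw or pattern-adjusted values, limit read from the data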
GC-A act: GC-A stimulated cGMP production enhancers – HEK293 GC-A cells, cGMP TR-FRET, EC30 ANP, primary screen; 0% at EC30 ANP, 100% saturating ANP; activation, % at 10 µM; AID 1671463, 2021; hit rate 0.14% among 370,000; Atrial natriuretic peptide receptor 1 (Homo sapiens), P16066; in the data active = activation above about 40%
Target sequence (P16066 whole entry, looked up): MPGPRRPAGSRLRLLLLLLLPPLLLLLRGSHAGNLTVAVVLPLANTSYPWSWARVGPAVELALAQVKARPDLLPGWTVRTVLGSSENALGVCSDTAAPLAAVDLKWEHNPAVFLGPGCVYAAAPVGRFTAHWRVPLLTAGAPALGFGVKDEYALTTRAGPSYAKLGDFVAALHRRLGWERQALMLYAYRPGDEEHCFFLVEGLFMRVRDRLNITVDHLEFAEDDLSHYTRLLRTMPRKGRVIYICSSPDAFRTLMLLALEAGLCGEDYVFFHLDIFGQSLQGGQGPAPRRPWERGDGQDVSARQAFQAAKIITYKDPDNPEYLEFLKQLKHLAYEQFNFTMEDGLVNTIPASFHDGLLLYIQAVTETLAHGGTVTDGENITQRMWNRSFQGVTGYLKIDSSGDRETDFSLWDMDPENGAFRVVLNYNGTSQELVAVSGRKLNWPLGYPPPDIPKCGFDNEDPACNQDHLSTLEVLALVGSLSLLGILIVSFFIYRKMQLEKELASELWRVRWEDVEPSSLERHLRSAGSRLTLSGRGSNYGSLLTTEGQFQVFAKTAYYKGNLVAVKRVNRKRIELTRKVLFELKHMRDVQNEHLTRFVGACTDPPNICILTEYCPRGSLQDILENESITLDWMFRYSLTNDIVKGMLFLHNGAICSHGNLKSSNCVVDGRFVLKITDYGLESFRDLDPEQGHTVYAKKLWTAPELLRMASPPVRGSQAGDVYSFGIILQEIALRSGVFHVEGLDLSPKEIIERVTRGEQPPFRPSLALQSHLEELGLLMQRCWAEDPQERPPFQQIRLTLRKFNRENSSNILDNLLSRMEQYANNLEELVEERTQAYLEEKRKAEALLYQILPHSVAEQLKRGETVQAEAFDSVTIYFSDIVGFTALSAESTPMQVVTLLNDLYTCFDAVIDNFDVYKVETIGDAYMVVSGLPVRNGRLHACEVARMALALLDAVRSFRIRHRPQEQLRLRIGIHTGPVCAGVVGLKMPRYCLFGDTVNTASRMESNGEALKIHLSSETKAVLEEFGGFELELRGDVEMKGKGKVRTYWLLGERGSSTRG
hcDAF12 agonist: H. contortus DAF-12 nuclear receptor activators, primary screen, cell-based, luminescence, HEK293, lit1-tk-luc reporter | HEK293 hcDAF-12 lit1-tk-luc reporter; 0% DMSO, 100% Δ7-dafachronic acid | activation, % at 6.8 µM | hit rate 1.4% among 370,000 | AID 652067, 2013;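 active = activation above the mean of all tested compounds plus 3 SD, cut at about 5.5% in these data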;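 also: 100% = response to 3 µM Δ7-dafachronic acid high control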
DAX1 inh-1: DAX1 (NR0B1) inhibitors, primary screen, cell-based, HEK293, Gal4-DAX1, luciferase luminescence; Nuclear receptor subfamily 0 group B member 1 (Homo sapiens), P51843; HEK293 Gal4-DAX1 luciferase reporter; inhibition, % at 6.75 µM; hit rate 0.99% among 340,000; AID 504766, 2011;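 active = inhibition above the mean over all tested compounds plus 3 SD, cut at about 4.2% in these data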;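 also: 0% = DAX1-transfected cells with DMSO and 100% = empty-vector control cells with DMSO; inhibition shows as a rise in luminescence from relieved DAX1 repression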
SMARCA2 act: SMARCA2 (BRM) function activators, primary screen, cell-based, luminescence, high throughput. MG213 cells, MMTV-luciferase reporter, dexamethasone, overnight. activation, % at 9.1 µM. hit rate 1% among 370,000; in the data active = activation above about 7.8%;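 also: 0% = vehicle wells and 100% = reference activator wells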
ADAM10 inh: human ADAM10 inhibitors, primary screen, biochemical, QFRET, HTS. Disintegrin and metalloproteinase domain-containing protein 10 (Homo sapiens), O14672. recombinant ADAM10, EDANS/DABCYL FRET peptide cleavage, 3 h. inhibition, % at 7 µM. hit rate 0.62% among 370,000;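 active = inhibition above a per-campaign cutoff equal to the mean of compounds falling between control-based bounds plus 3 SD, cut at about 20% in these data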;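 also: 0% = DMSO wells while the 100% control is not disclosed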
hgDAF-12 ag: H. glycines DAF-12 receptor agonists, primary screen, cell-based, luminescence, HEK293, GAL4 fusion, UAS-luciferase | HEK293 GAL4-hgDAF12 UAS-luciferase reporter, agonist luminescence; normalized to butyrate control | activation, % at 6.8 µM | hit rate 1.8% among 370,000 | AID 687014, 2013;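 active = activation above a cutoff set at the mean of all screened compounds plus 3 SD, cut at about 10% in these data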;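 also: 0% = DMSO wells and 100% = sodium butyrate wells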
HGIII-sPLA2 inh: human group III sPLA2 inhibitors, primary screen, biochemical, QFRET, BODIPY PC-A2 liposome substrate; hit rate 0.56% among 370,000; inhibition, % at 12.2 µM; QFRET BODIPY PC-A2 liposome hydrolysis, fluorescence; Group 3 secretory phospholipase A2 (Homo sapiens), Q9NZ20;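 active = inhibition above mean plus 3 SD of compounds lying within the high and low control bounds, cut at about 19% in these data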;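 also: 0% = median of test compound wells and 100% = no enzyme DMSO wells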
FXN GAA850 act: FXN promoter activators, primary screen, cell-based, luciferase luminescence, HEK293 lucGAA850. hit rate 0.56% among 360,000. AID 540364, 2011. HEK293 lucGAA850 FXN promoter luciferase reporter, 24 h; percent of 10 µM SAHA response. activation, % at 6 µM;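 active = activation above the average of all compounds screened plus 3 SD, cutoff fixed separately per campaign, cut at about 7.5% in these data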;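 also: 0% = DMSO wells and 100% = 10 µM SAHA wells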
DAX1 inh-2: DAX1 (NR0B1) inhibitors on StAR promoter, primary screen, cell-based, luminescence, SF-1 (NR5A1), full-length DAX-1. hit rate 1.1% among 370,000. AID 652010, 2013. inhibition, % at 6.8 µM. HEK293T StAR-luciferase reporter, SF-1/DAX-1 repression relief;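 active = inhibition above the mean over all tested compounds plus 3 SD, cut at about 3.6% in these data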;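 also: 0% = DAX-1 cells with DMSO and 100% = cells lacking DAX-1 with DMSO; higher inhibition means more luminescence from relief of DAX-1 repression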
Active calls of the source: *; i = inactive; · = no result given.

SMILES	ssDAF12 agonist	GC-B act	GC-A act	hcDAF12 agonist	DAX1 inh-1	SMARCA2 act	ADAM10 inh	hgDAF-12 ag	HGIII-sPLA2 inh	FXN GAA850 act	DAX1 inh-2
CCC1(C)C2(C#N)C(N)=NC(OC)(OC)C12C#N (configuration not stated)	-1.5	4	0	-1.0	1.3	-1	-4	-0.8	-6	-0.6	0.8
Cc1ccc2[nH]c(=O)c(CN(CCCN3CCOCC3)C(=O)Nc3ccc(Cl)cc3)cc2c1	-1.2	-4	-5	-0.1	2.2	-3	-9	-1.1	1	3.6	0.3
O=C(Nc1ccc2nn(-c3ccccc3)nc2c1)c1ccc(Br)o1	-1.5	2	-3	-1.6	-1.0	3	-11	0.8	-4	-1.6	-0.6
CCOC(=O)CNc1ccc(OC(F)(F)F)cc1	-1.3	4	3	-3.2	-0.6	2	0	3.9	-2	0.6	-0.3
Cn1c(C(=O)OC(C(=O)NC2CCCC2)c2ccncc2)cc2sccc21 (configuration not stated)	-1.2	0	-3	-0.8	-1.2	-5	10	-2.6	-11	-1.1	0.0
COc1cccc(CNC(=O)COC(=O)c2ccc(Cl)s2)c1	-1.1	-2	-1	-0.3	1.6	4	-11	-1.9	-2	-0.1	-0.1
COc1ccc(CCNC(=O)COC(=O)c2ccc([N+](=O)[O-])o2)cc1	-0.4	2	0	-0.5	-0.1	-4	-6	-2.2	3	-0.1	-0.1
N#Cc1ccc(C(=O)OCC(=O)NC(=O)NC2CCCCC2)cc1	-1.4	3	0	-0.4	0.1	-3	-3	-1.5	-2	-0.3	0.2
O=C(ONC1=NCCCCC1)c1cccc([N+](=O)[O-])c1	-1.3	1	8	-1.8	-0.4	1	-3	-0.3	-3	0.5	-0.6
Cc1cn([C@H]2C[C@H](O)[C@@H](/C=C/C(=O)NCc3ccccc3)O2)c(=O)[nH]c1=O	-1.6	4	3	-1.0	·	0	-3	-1.3	4	·	0.0
Cc1ccc(S(=O)(=O)Nc2ccccc2CNc2ncc(Br)cc2Br)cc1	-0.4	-8	-17	-1.4	-0.9	-1	5	-0.5	4	-0.8	0.4
O=C(CSc1ccsc1[N+](=O)[O-])NCCc1ccc(Cl)cc1	-0.4	-2	-1	0.3	0.7	2	-7	-3.0	3	0.6	0.0
Cn1ccsc1=NC(=O)c1ccc([N+](=O)[O-])o1	-0.8	-3	0	-2.2	-0.9	0	-3	2.0	6	-0.7	-3.5
COc1ccc(-c2oc3c(c2C(=O)OCCO)C(OCCCO)CCC3)cc1 (configuration not stated)	-1.4	-3	-4	0.0	·	-3	-210	-3.6	0	·	-0.9
CC(C)CCN1CCN(Cc2cccn2-c2nccs2)CC1CCO (configuration not stated)	-2.0	-4	3	0.1	0.0	1	-6	0.4	0	-0.7	0.1
Cc1cccc(Sc2c([N+](=O)[O-])ncn2C)n1	-0.9	5	-1	1.7	0.1	1	5	0.1	5	2.5	-0.3
Cc1ccc(SCc2ccc(C(=O)Nc3ccccc3Br)cc2)cc1	-0.8	1	-5	0.8	-0.8	1	4	3.1	8	0.8	0.1
c1nc(NCC2CCOC2)c2cc(-c3ccc4c(c3)OCO4)ccc2n1 (configuration not stated)	-1.2	2	4	-1.3	·	·	-96	1.9	-2	·	·
CN(C)Cc1nc2ccccc2c(=O)n1Cc1nc(C(C)(C)C)cs1	-1.0	0	-3	-0.7	-0.3	-5	-3	-0.2	-6	0.5	-0.9
Cc1c(C)c2c(OCC(=O)NCC(=O)NCC(=O)O)cc3c(c2oc1=O)CCC(C)(C)O3	-1.1	-2	4	1.6	0.5	1	i	-2.4	-1	2.3	0.4
CC(C)C[C@H](NC(=O)OC(C)(C)C)C(=O)N[C@@H](CO)[C@H](O)[C@@H]1C[C@@H]1C(=O)NC1CC1	-1.1	7	-1	-0.9	0.4	1	5	2.0	4	0.3	-0.2
Cc1cc2nc(-c3ccco3)c(Cc3ccccc3C(F)(F)F)n2c(C)c1Br	-0.3	25	20	1.3	·	-1	-8	1.9	-3	·	-1.1
Cc1ccc(NC(=O)C(=O)NCc2ccc(/C=N/NC(=O)c3c(C)nc4cc(C)ccn34)o2)cc1	-1.1	2	-3	0.6	·	-1	-6	6.2	-28	·	0.2
COc1cc(C2OC(c3cc(OC)c(OC)c(OC)c3)C(C)C2C)cc(OC)c1OC (configuration not stated)	-2.0	-1	-3	-1.0	0.9	1	-2	2.8	-5	0.9	-1.2
Cc1ccc(C(=O)c2cc(C)sc2N)cc1	-1.4	-3	1	-0.2	1.1	0	-3	1.9	6	0.3	-0.8
Cn1cccc1C(=O)NC(=O)CSc1nc2ccccc2s1	1.0*	-4	0	4.5	-0.5	-2	-7	4.4	-13	0.0	1.4
CCC(C)(C)n1nnnc1C(c1ccc(O)c(OC)c1)N1CCN(c2nc3ccccc3s2)CC1 (configuration not stated)	-1.5	-2	-2	0.0	-0.6	-1	6	-3.5	-34	-1.7	0.2
Cc1ccc(CNC(=O)Nc2cccs2)cc1	-0.9	0	1	1.1	2.0	1	-3	8.8	-5	6.3	0.4
CSc1ccc(C2CC(=O)Nc3nc(SC)[nH]c(=O)c32)cc1 (configuration not stated)	-1.0	-1	6	-2.2	0.4	4	-3	-1.1	3	-0.4	-0.2
Cc1ccc(S(=O)(=O)NCC2NCCc3ccccc32)cc1 (configuration not stated)	-1.3	-4	-2	-0.7	-0.5	2	-17	-1.1	-1	1.0	0.3

Shown as a hit in ssDAF12 agonist, among the entries above:
structure	ssDAF12 agonist	GC-B act	GC-A act	hcDAF12 agonist	DAX1 inh-1	SMARCA2 act	ADAM10 inh	HGIII-sPLA2 inh	FXN GAA850 act	DAX1 inh-2
Cn1cccc1C(=O)NC(=O)CSc1nc2ccccc2s1	1.0*	-4	0	4.5	-0.5	-2	-7	-13	0.0	1.4

(more compounds)
SMILES	ssDAF12 agonist	GC-B act	GC-A act	hcDAF12 agonist	DAX1 inh-1	SMARCA2 act	ADAM10 inh	hgDAF-12 ag	HGIII-sPLA2 inh	FXN GAA850 act	DAX1 inh-2
O=C(NCCCN1CCOCC1)C(C(=O)c1ccccc1)n1ccccc1=O (configuration not stated)	-2.0	-2	-1	-0.8	-0.2	4	-3	-1.1	2	-0.2	0.6
CC(=O)CC[C@@H]1CC[C@]2(CCCN(S(=O)(=O)c3ccccc3)C2)O1	-1.3	-2	-1	4.9	·	-3	-3	-2.9	1	·	0.7
O=S(=O)(CC1NCc2cc(F)ccc21)NC1CCCC1 (configuration not stated)	-1.2	6	1	2.2	·	3	-9	3.9	17	·	-0.6
Cc1noc(C)c1C(=O)Nc1sccc1C(N)=O	-1.4	1	0	0.5	1.2	7.9*	-3	0.1	4	0.4	-2.4
CC(=O)Oc1ccc(N2C(=O)[C@@H]3[C@H](C2=O)[C@H]2c4ccccc4C=NN2[C@@H]3C(C)=O)cc1	-1.0	0	3	1.6	0.0	-3	-9	3.5	-8	3.4	-0.3
Cc1ccc(Sc2nnc(Cc3ccccc3)c3ccccc23)cc1	-1.3	2	2	-1.1	0.0	-1	3	-5.0	-17	2.2	-2.3
C=CCn1c(O)c(N=NC(=O)CNC(=O)c2ccco2)c2ccccc21	-2.0	-7	-6	-1.0	0.4	2	8	0.1	-1	-2.4	-1.3
Cc1ccc(-c2nc3ncccn3c2NC(=O)c2ccc(F)cc2)cc1	-1.4	3	-1	-1.4	·	-1	-345	1.5	-2	·	-1.0
CC1(C)Cc2c(sc3[nH]c(=O)n(CC(=O)NCC4CCCO4)c(=O)c23)CO1 (configuration not stated)	-0.3	4	-2	1.9	0.4	-1	-18	-1.0	0	-0.3	0.6
CN1CCN(c2ccccc2NC(=O)Cc2cn(C)c3ccccc23)CC1	-0.4	-16	-8	2.0	0.8	-3	-2	3.3	5	-6.0	-0.1
CCCCn1c(CCl)nc2cc(S(=O)(=O)N3CCOCC3)ccc21	-1.1	4	10	0.6	-0.5	-4	-12	-3.9	-5	-10	1.5
CCCCN1C(=O)Cc2c1nc(N)c1c(N)nc(N(CCC)CCC)c(C#N)c21	-1.1	30	20	-1.2	-1.6	-1	-92	-4.3	28*	-0.3	-0.9
O=C(NCCCn1ccnc1)c1noc2c1CCCC2	-1.1	1	-1	-0.1	0.6	-2	0	2.5	1	3.9	-0.2
COCCN1CCn2c(nc3cc([N+](=O)[O-])ccc32)C1	-1.3	2	5	0.9	0.5	-2	1	-0.1	4	-5.8	0.2
O=C(COC(=O)Cc1cn2ccsc2n1)NCc1ccc2c(c1)OCO2	-0.9	-2	1	-0.6	-0.4	0	-5	1.4	-4	-0.2	-0.6
Cc1ccc(/C=N/NC(=O)c2cccnc2)o1	-1.3	3	0	-0.8	-0.4	-1	-6	3.1	0	-0.7	0.2
CCN(CC)S(=O)(=O)c1cc(NC(=O)CNc2c(C)n(C)n(-c3ccccc3)c2=O)ccc1C	-2.0	1	0	-1.6	-0.5	-3	-6	-0.8	6	1.1	-0.9
CC1CN(C(=O)c2ccccc2)c2ccccc2NC1=O (configuration not stated)	-1.4	3	1	-1.6	-0.3	-2	6	-1.4	2	0.9	0.1
CC(C)N(C(=O)CN1CCN(S(=O)(=O)c2ccc(Br)s2)CC1)C(C)C	-1.2	0	6	0.2	0.8	2	2	-6.3	-5	-0.2	-0.6
O=C(O)/C=C/C(=O)OC1CC2CCC1C2 (configuration not stated)	-1.1	2	2	-0.4	2.0	1	4	2.9	1	0.0	0.4
Cc1cccc(NC2=C(Cl)C(=O)OC2NC(=O)c2ccccc2)c1 (configuration not stated)	-0.3	-2	-5	-1.0	-0.9	-4	-8	-1.1	8	-1.6	0.5
Cn1cnnc1Sc1cc(N2CCN(S(=O)(=O)c3ccc(Cl)c(Cl)c3)CC2)ccc1[N+](=O)[O-]	-1.0	-12	-10	-1.6	-1.1	-1	8	-1.6	-4	2.6	-0.5
CCOC(=O)c1cnc2[nH]c3ccccc3n2c1=O	-0.3	-3	-1	1.7	1.8	3	i	0.6	14	3.9	1.5
Cc1ccccc1CS(=O)(=O)Cc1ccc(C(=O)Nc2cccc(Cl)c2F)o1	-1.5	10	2	-3.1	·	-1	5	1.0	-23	·	-1.8
CSc1ccccc1NC(=O)CN1CC(C)OC(C)C1 (configuration not stated)	-1.1	·	·	-1.4	3.4	-2	-11	0.7	5	1.3	-0.1

Looked up above:
ssDAF12 agonist, CN(C)Cc1nc2ccccc2c(=O)n1Cc1nc(C(C)(C)C)cs1 reads -1.0
SMARCA2 act, Cc1ccc(C(=O)c2cc(C)sc2N)cc1 reads 0

Not a hit list; any-hit rate near 6.6%.
